Assay outcomes (PubChem)
14-3-3g Raf: modulators of 14-3-3 gamma protein binding, primary screen, biochemical, fluorescence polarization; FP, 14-3-3gamma / TMR-pS259-Raf peptide binding; inhibition, % at 40 µM; hit rate 0.19% among 160,000; AID 422, 2006; in the data active = inhibition above about 30%;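 also: 0% = protein plus tracer without compound and 100% = blank with tracer alone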
Target sequence (P61981 whole entry, looked up): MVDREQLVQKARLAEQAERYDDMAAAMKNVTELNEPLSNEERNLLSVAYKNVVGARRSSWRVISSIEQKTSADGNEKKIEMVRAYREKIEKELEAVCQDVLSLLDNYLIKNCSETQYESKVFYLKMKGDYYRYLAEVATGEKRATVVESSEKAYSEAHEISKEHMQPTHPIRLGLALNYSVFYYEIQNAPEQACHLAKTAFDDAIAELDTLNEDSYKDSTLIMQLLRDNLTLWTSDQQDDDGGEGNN
Active calls of the source: *; & = joins results of further samples. Some of the compounds tested; rates above refer to the full screens.

Start of the data: the first two records, ahead of the listing:
14-3-3g Raf	Structure
2	Cc1sc2ncn(CC(=O)NCc3ccc(F)cc3)c(=O)c2c1S(=O)(=O)N1CCC(C)CC1
-20	Cc1cc(C)c(S(=O)(=O)N2CC(c3ccccc3)CC2=O)c(C)c1 (stereo unspecified)

Results, repeating the preview:
14-3-3g Raf	Structure
2	Cc1sc2ncn(CC(=O)NCc3ccc(F)cc3)c(=O)c2c1S(=O)(=O)N1CCC(C)CC1
-20	Cc1cc(C)c(S(=O)(=O)N2CC(c3ccccc3)CC2=O)c(C)c1 (stereo unspecified)
-73	Cc1ccccc1N=C1CCCc2ccccc21
-12	CCN1CCN(CCCNC(=O)c2cn(CC(C)C)c(=O)c3c2c2ccccc2n3C)CC1
-4	COc1ccc(C2Nc3ccccc3C(=O)N2Cc2ccco2)cc1OC (stereo unspecified)
14	O=C(O)c1ccc(N2C(=O)C3CC=CCC3C2=O)cc1Cl (stereo unspecified)
4	O=C(NCCc1c[nH]c2ccccc12)c1ccc([N+](=O)[O-])cc1
-7&7	Cc1cc(NC(=O)CSc2nc3c(c(=O)n2Cc2ccccc2)SC(C)C3)no1 (stereo unspecified)
2	Cc1cccc(Cc2cnc(NC(=O)C(c3ccccc3)c3ccccc3)s2)c1
0	COc1ccc(Cl)cc1CN1CCN(c2ccc(N3C(=O)COCC3=O)cc2[N+](=O)[O-])CC1
-11	O=C(CSc1nc2c(sc(=S)n2Cc2ccco2)c(=O)n1-c1ccc(F)cc1)NCc1ccccc1
-11	O=C(Nn1c(-c2ccccc2)nc2ccccc2c1=O)C1CCC1
-1	COc1ccc(CCNC(=O)C2CC(=O)N(c3ccc(F)cc3)C2)cc1OC (stereo unspecified)
1&-5	COc1ccc(NC(=O)NCc2cccn2C)c(OC)c1
-1	O=C(CSc1nc2c([nH]c3ccccc32)c(=O)n1-c1ccc([N+](=O)[O-])cc1)NCCc1ccccc1
0	N/C(=N/O)c1nc(N2CCCC2)nc(N(c2ccccc2)c2ccccc2)n1
3	CCC(=O)Nc1cc(-c2nn(CC(=O)N3CCCCC3)c(=O)c3ccccc23)ccc1N1CCOCC1
0	C=CCOc1ccccc1CN1CCSCC1
-20	Cc1ccc(OCCCC(=O)Nc2sc3c(c2C#N)CCCC3)cc1
-5	O=C(Nc1nc(-c2cccc([N+](=O)[O-])c2)cs1)c1ccc(Cl)cc1

New compounds follow.
14-3-3g Raf	Structure
-5	Cc1ccc(C(=O)Nc2nccs2)cc1[N+](=O)[O-]
-3	CCOC(=O)c1cccc(Nc2ncnc3ccccc23)c1
-4	O=C(Nc1ccc(NC(=O)c2cccnc2)cc1)c1ccc(Br)cc1
-4	CCOC(=O)c1ccccc1NC(=O)c1c(-c2ccccc2)noc1C
-3	Cc1ccc2c(c1)C(O)(C(=O)NC(N)=O)C(=O)N2 (stereo unspecified)
1	CC(=O)N1CCc2cc(S(=O)(=O)NC(C(=O)O)C(C)C)ccc21 (stereo unspecified)
18	COc1ccc2cc3cc(C(=O)N(C)c4cccc(C(F)(F)F)c4)oc3nc2c1
-16	O=C(c1cccs1)N1N=C(c2ccccc2)CC1c1ccccc1Cl (stereo unspecified)
4	O=C(Oc1ccc(F)cc1)c1cc([N+](=O)[O-])ccc1Cl
-1	O=C(NCCN1CCN(c2cccc(Cl)c2)CC1)C1CCCN(S(=O)(=O)c2cnc[nH]2)C1 (stereo unspecified)
-3	CN1CCN(C(=O)Cn2nc(-c3ccc(Cl)cc3)c3ccccc3c2=O)CC1
-8	CC(=O)c1cccc(NC(=O)c2ccc(S(=O)(=O)N3CCCCC3)cc2)c1
-2&-4	CC(C)(C)c1cn(-c2ccccc2)c(=S)[nH]1
-3	Brc1ccc(C2=Nn3c(nnc3-c3n[nH]c4c3CCC4)SC2)cc1
4	CC1(C)CC(NC(=O)CC#N)CC(C)(C)N1
-37	CC(=O)NC(=O)c1cc2ccc(OC(C)=O)cc2oc1=Nc1ccc(C(C)=O)cc1
-24	CCOC(=O)c1c(C)oc2ccc(N(C(C)=O)S(=O)(=O)c3ccc(C)c([N+](=O)[O-])c3)cc12
3	O=C(CCn1c(=O)[nH]c2ccsc2c1=O)NCCSCc1ccccc1
1	COc1ccc(OC)c(CNC(=O)c2cc3c(=O)[nH]c4ccccc4c3s2)c1
-6	O=C(CCN1CCN(c2ccccc2)CC1)Nc1ccccc1F

New compounds follow
14-3-3g Raf	Structure
-13	CC(=O)N(c1ccc(C)cc1)C1(C(=O)NC2CCCC2)CCCCC1
2	O=C(COC(=O)c1ccccn1)c1ccc(Br)cc1
-9&-12	COc1ccc(N=C2SC(C(=O)Nc3ccc4c(c3)OCO4)CC(=O)N2C)cc1 (stereo unspecified)
-2	COc1ccc(-c2noc(-c3cc(C)cc(C)c3)n2)cc1OC
3	CCCC12CN3CC(C)(CN(C1)C(=O)c1ccccc1C3=O)C2=O
-16	CCCC(=O)Nc1cc(Cl)ccc1N1CCN(C(=O)CC)CC1
1	CC(Oc1ccc2oc(-c3ccccc3)c(C(=O)O)c2c1)C(=O)O (stereo unspecified)
-4	CC(C)CN(CC(C)C)S(=O)(=O)c1ccc2c(c1)CCN2C(=O)C1CCC1
0	Cc1cccn2cc(CNC(=O)C3CCCCC3)nc12
7	CCOc1ccc(OCC(=O)c2c(O)c3ccccc3oc2=O)cc1
-9&-3	CC(C)N1C(=O)CCC1C(=O)N1CCCc2ccccc21 (stereo unspecified)
2	CN=C(NC#N)NCCSCc1nc[nH]c1C
6	CC(C)Sc1nnc2c3ccccc3n(C)c2n1
9	COCCn1c(-c2ccccc2)nc(=S)c2c1CC(C)(C)OC2
4	CCc1ccc2nc(N3CCC(C(=O)NCCN4CCOCC4)CC3)sc2c1
-15	O=C(CC1(O)C(=O)N(Cc2ccccc2)c2ccccc21)c1cccc(Br)c1 (stereo unspecified)
-4	CC1CCN(c2nc3c(c(=O)n(C)c(=O)n3C)n2CCSc2nc3ccccc3o2)CC1
-102	CCN1C(=CC2=CC(=O)CC(C)(C)C2)Sc2c1ccc1c2CCCC1
-3	Cc1ccc2nc(N3CCC(C(=O)NCCc4ccccc4)CC3)[nH]c2c1
-9	Cc1n(CC(O)COCc2ccccc2)c2ccccc2[n+]1C (stereo unspecified)

A second format for some results above.
CCOc1ccc(OCC(=O)c2c(O)c3ccccc3oc2=O)cc1
- 14-3-3g Raf = 7
CC(C)N1C(=O)CCC1C(=O)N1CCCc2ccccc21 (stereo unspecified)
- 14-3-3g Raf = -9&-3
CN=C(NC#N)NCCSCc1nc[nH]c1C
- 14-3-3g Raf = 2
CC(C)Sc1nnc2c3ccccc3n(C)c2n1
- 14-3-3g Raf = 6

New compounds follow
14-3-3g Raf	Structure
-9	C=CCOc1ccc2c(=O)c(Oc3cc(C)cc(C)c3)coc2c1
-2	NC(=O)CN1CCN(C(=O)NC2CCCCC2)CC1
3	COc1ccc(S(=O)(=O)NC2CCSC2=O)cc1 (stereo unspecified)
0	Cn1cnnc1SC(C(=O)c1ccccc1)c1ccccc1 (stereo unspecified)
-8	O=C(COC(=O)c1ccccc1[N+](=O)[O-])c1ccc([N+](=O)[O-])cc1
-5	CCOC(=O)Cc1csc(SCC(=O)N2CCN(c3ccc(OC)cc3)CC2)n1
-2	Cn1c(=O)oc2cc(S(=O)(=O)N3CCC(C(N)=O)CC3)ccc21
-8	O=C(NCC1CCCO1)C1CC(=O)N(C2CCCCC2)C1 (stereo unspecified)
8	CC(C)(C)n1nc2c(c1NC(=O)c1cccc(Br)c1)CS(=O)(=O)C2
-11	Cc1cc(C)cc(NC(=O)c2cc(S(=O)(=O)NCCC3=CCCCC3)ccc2F)c1
-12	COC(=O)c1cc(-c2ccccc2)n(CC(=O)O)c1C
-1	COc1ccc(-n2nc3cc(C)c(NC(=O)COc4ccc(Br)cc4)cc3n2)cc1
-9	COC(=O)c1ccc2c(=O)[nH]c(CN3c4ccccc4CC3C)nc2c1 (stereo unspecified)
-13	CC(C)N(CC#CCC1(O)c2ccccc2-c2ccccc21)CCO
0	O=C(Nc1nc2ccccc2s1)C1CC(=O)N(c2ccccc2Cl)C1 (stereo unspecified)
0	O=C(CCS(=O)(=O)Cc1ccc(Cl)cc1)NCc1ccc2c(c1)OCO2
-5	COC(=O)C1=C(N)N(c2ccc(F)cc2)C2=C(C(=O)CC(C)(C)C2)C1c1ccc(Cl)cc1 (stereo unspecified)
-3	N#Cc1nc(COc2ccccc2Cl)oc1NCCN1CCOCC1
-2	O=C(OCC(=O)N1CCN(C(=O)COC(=O)c2ccncc2)CC1)c1ccncc1
-2	O=C1C2CC=C(Cl)CC2C(=O)N1CC[n+]1ccccc1 (stereo unspecified)

(listing goes on)
14-3-3g Raf	Structure
-1	Cc1csc(SCC(=O)NCc2cccs2)n1
-6	COc1ccc(C2C(C(=O)NCc3ccc(F)cc3)CCC(=O)N2c2ccc3c(c2)OCO3)cc1 (stereo unspecified)
-14	CCC(C)(C(=O)NC1CCCCC1)N(C(=O)Cc1cccs1)c1ccc(C)cc1 (stereo unspecified)
-18	COc1ccc(Nc2nc(-c3cc4cc(Cl)ccc4oc3=O)cs2)cc1OC
-5	Cn1c(-c2ccc([N+](=O)[O-])cc2)[n+](C)c2ccccc21
-6	O=C(NCc1cccs1)c1ccc2c(c1)N(Cc1ccccc1)C(=O)c1ccccc1S2
-5	Cc1cc(NC(=O)CCCC(=O)Nc2ccc(F)cc2)no1
-21	CC1CCc2c(oc3c2cc(NS(=O)(=O)c2ccc(Br)cc2)c2ccccc23)C1 (stereo unspecified)
0	COC(=O)c1c(NC(=O)c2ccco2)sc(C(=O)Nc2ccc(F)cc2)c1C
33*	CCN1C(=O)c2cccc3c(S(=O)(=O)N4CCCc5ccccc54)ccc1c23
4	COCCCNC(=O)c1ccc([N+](=O)[O-])cc1
-4&-46	O=C1NC(c2ccccn2)Nc2sc3c(c21)CCC3 (stereo unspecified)
-4	CCC(C)c1ccc(-c2nc3ccccc3c(C(=O)O)c2C)cc1 (stereo unspecified)
-3	CCOc1ccccc1CNS(=O)(=O)c1ccc2c(c1)oc(=O)n2C
-4	COc1cc(C=Nc2ccc(-c3ccc(O)cc3)cc2)cc(Br)c1O
-27	CCCC(=O)Nc1ccc(-c2nc3cc(C)c(C)cc3o2)c(O)c1
-7	Cc1cc(=O)n2c3c(cccc13)CCC2
-34	CCn1c(SCC(=O)c2c(N)n(C)c(=O)n(C)c2=O)nc2sc(C)c(C)c2c1=O
21	O=C(Nc1nc(-c2cccc([N+](=O)[O-])c2)cs1)C1CC1
-6	O=C(Nc1ccccc1Oc1ccccc1)c1ccc(S(=O)(=O)N2CCCCC2)cc1

Retrieved by structure from the list above:
14-3-3g Raf	Structure
-6	COc1ccc(C2C(C(=O)NCc3ccc(F)cc3)CCC(=O)N2c2ccc3c(c2)OCO3)cc1 (stereo unspecified)
-14	CCC(C)(C(=O)NC1CCCCC1)N(C(=O)Cc1cccs1)c1ccc(C)cc1 (stereo unspecified)
-27	CCCC(=O)Nc1ccc(-c2nc3cc(C)c(C)cc3o2)c(O)c1
-5	Cn1c(-c2ccc([N+](=O)[O-])cc2)[n+](C)c2ccccc21
33*	CCN1C(=O)c2cccc3c(S(=O)(=O)N4CCCc5ccccc54)ccc1c23

The listing continues:
14-3-3g Raf	Structure
-2	O=C(NCCCN1CCOCC1)C1(c2ccccc2)CCOCC1
-6	CCC(C(=O)O)N1C(=O)COc2ccc(Cl)cc21 (stereo unspecified)
-191	COc1ccc(-c2nc3ccccc3o2)cc1NC(=O)Cc1ccc(Cl)cc1
-8	O=C(Cn1c(=O)[nH]c2ccsc2c1=O)N1CC=C(c2ccccc2)CC1
2	CCc1ccccc1N(C)S(=O)(=O)c1ccc2[nH]cc(C(=O)NCC3CCCO3)c(=O)c2c1 (stereo unspecified)
-12	COc1ccc(C2C(C(C)=O)=C(O)C(=O)N2c2nc3ccccc3s2)cc1OC (stereo unspecified)
-7	O=C(CC1Nc2c3ccccc3nc(=S)n2C1=O)NCc1ccco1 (stereo unspecified)
-5	COC(=O)c1c(N)n(-c2ccc(Br)cc2)c2nc3ccccc3nc12
-2	CCOC(=O)N1CCN(C(=O)CSc2ccc(Cl)cc2)CC1
3	CCN(C1CCCCC1)S(=O)(=O)c1cn(C)c(=O)n(C)c1=O
-1	Fc1ccc(C2C=C(c3ccc4c(c3)OCO4)Nc3ncnn32)cc1 (stereo unspecified)
-3	CCc1cc2c(SCC(=O)C(C#N)=C3N(C)c4ccccc4N3C)ncnc2s1
-25	COc1ccc(C2NN(C(=O)c3cccc(Br)c3)C3C(=O)N(c4ccccc4OC)C(=O)C23)cc1 (stereo unspecified)
-9	Cc1ccc(OCC(=O)Nc2ccc(-c3nc4cc(Cl)ccc4o3)cc2)cc1
-1	CCOC(=O)Cc1ccc(N(Cc2ccc(Cl)cc2)S(=O)(=O)c2ccc(F)cc2)cc1
0	NC(=O)C1CCN(C(=O)c2ccc3c(c2)nc(SCC(=O)c2ccc(Cl)cc2)n2c4ccccc4nc32)CC1
-10	COc1ccc(-c2cn3c4ccccc4nc3n2CCCNC2CCCCC2)cc1
-24	N#Cc1c(NC(=O)c2ccc(Cl)c([N+](=O)[O-])c2)sc2c1CCCCCC2
-1	Cn1c(=O)c2c(nc3n(CCCO)c(-c4ccc(F)cc4)cn23)n(C)c1=O
-3	COc1ccc(N2CCN(c3ncnc4nc[nH]c34)CC2)cc1
-7	CCOc1ccc(NC(=O)CSc2nnc(-c3ccco3)n2C)cc1
